# Gal4-VP16 FLuc: VP16 counterscreen qHTS for inhibitors of ROR gamma transcriptional activity; AID 2546, 2010; Drosophila S2 Gal4-VP16 UAS-luciferase, luminescence, 20 h; actives 3.5% (n = 310,000); Potency, µM (series often up to 53.6 µM), inactives show top-dose activity, negative = inhibition, usual class: inhibitors;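 also: Gal4-VP16 expression switched on by copper sulfate through the metallothionein promoter; potency is read from the fitted curve at half-maximal effect; % is scaled to controls: 0 for no effect and ±100 for the full control effect; nearly all actives have a fitted effect of over 50% in size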
# Menin MLL FP TR: qHTS Assay for Inhibitors Targeting the Menin-MLL Interaction in MLL Related Leukemias: Competition With Texas Red Labeled MLL-derived Mutant Peptide | Potency, µM (highest dose often 61.6 µM), for inactives: at the highest dose FP activity change, negative = inhibition, actives largely listed as inhibitors | O00255 | actives 0.23% (n = 270,000) | Menin + Texas Red MLL mutant peptide, fluorescence polarization; active = well fitted inhibition curve with a large enough effect in the polarisation, with a control signal flat, not every such curve was filed as active; inconclusive = small, poorly fitted or top-dose-only effect, or effect the other way, or a change in a side signal; inactive = no such curve, though single readings can be large or run the other way; the % refers to the polarisation; also: potency is read from the fitted curve at half-maximal effect; % of control where 0% means no effect; many of its hits are not listed in these tables
# ELG1 repair inh: qHTS screen for small molecules that inhibit ELG1-dependent DNA repair in human embryonic kidney (HEK293T) cells expressing luciferase-tagged ELG1; HEK293T ELG1-luciferase reporter, luminescence, 16 h; DNA damage induced by 5-fluorouridine; Potency, µM (titrated, usually from 46.1 µM), for inactives: at the highest dose activity change, negative = inhibition, most hits filed as inhibitors; actives 2.3% (n = 330,000); AID 504467, 2011; also: potency is read from the fitted curve at half-maximal effect; % is scaled to controls: 0 for no effect and ±100 for the full control effect; nearly all actives have a fitted effect of over 55% in size
#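 Quantitative HTS, concentration-response format. 2,000 cells/well co-treated with 5-fluorouridine and compound, 16 hr in 5% CO2 at 37 °C; ONE-Glo luminescence read after 30 min.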
# NPC1 prom act: qHTS Assay for NPC1 Promoter Activators; actives 2.4% (n = 320,000); Potency, µM (top dose mostly 9.22 µM), inactives show top-dose activation, actives largely listed as activators; AID 485313, 2010; Huh7 NPC1 promoter luciferase reporter, 24 h;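 also: potency is read from the fitted curve at half-maximal effect; % of control where 0% means no effect; nearly all actives have a fitted effect of over 60% in size; reporter is driven by a mutant NPC1 promoter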
#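 Cells: Huh7 expressing luciferase under the NPC1 promoter, 1500/well. Seeded 2 h, compound added, incubated 24 h at 37 °C. Luciferase reagent, 10 min ambient, then luminescence.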
# FLuc modulator: qHTS profiling assay for firefly luciferase inhibitor/activator using purifed enzyme and Km concentrations of substrates (counterscreen for miR-21 project); purified FLuc, Km substrates, luminescence inhibition; Potency, µM (highest dose often 57.5 µM), for inactives: top-dose activity change, negative = inhibition, most hits filed as inhibitors; actives 6.9% (n = 360,000); AID 588342, 2011;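 also: potency is read from the fitted curve at half-maximal effect; plate controls were vehicle for no effect and reference inhibitor for full effect; nearly all actives have a fitted effect of over 55% in size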
#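 Purified P. pyralis luciferase (10nM final) with 10uM D-luciferin and 10uM ATP (Km levels) in 50mM Tris acetate pH 7.5, 10mM Mg acetate, 0.01% Tween-20, 0.05% BSA; qHTS 6-point titration, ~60 µM downward; luminescence read.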
# Mito fusion yeast: qHTS Assay for Small Molecule Inhibitors of Mitochondrial Division or Activators of Mitochondrial Fusion; S. cerevisiae fusion-defective mutant growth rescue, CellTiterGlo 48 h; Potency, µM (series often up to 46.1 µM), for inactives: top-dose growth rescue (activation), usual class: activators; actives 0.23% (n = 320,000); AID 485298, 2010;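 also: potency is read from the fitted curve at half-maximal effect; % of control where 0% means no effect; nearly all actives have a fitted effect of over 45% in size; temperature-sensitive fusion mutants such as fzo1-1 at 37 °C on non-fermentable ethanol glycerol medium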
#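 S. cerevisiae fusion-defective temperature-sensitive mutants (e.g. fzo1-1, mgm1-5) grown 48 h at 37C in YPEG (ethanol/glycerol non-fermentable) medium with 23 nl compound per well; growth rescue read as CellTiterGlo luminescence.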
# KCNH2 3.1 block: qHTS for Inhibitors of KCHN2 3.1: Mutant qHTS. Potassium voltage-gated channel subfamily H member 2, brain isoform KCNH2 3.1 (human). U2OS KCNH2 3.1, thallium flux FluxOr; hits give low values. activity change, % (tested at about 1.8 µM). actives 0.95% (n = 340,000);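 active = maximum activity change below -70%; inconclusive = maximum activity change from -70% to -50%; inactive = maximum activity change above -50%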;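 also: thallium influx rate constant from kinetic fluorescence after stimulation buffer; % is scaled to controls: 0 for no effect and ±100 for the full control effect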
#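 U2OS cells transduced with KCNH2 3.1 mutant virus (1.77 x 10^8 /mL, 4 h), plated overnight at 37 C, loaded 45 min with FluxOr dye plus Red40 quencher. Thallium flux rate constant from kinetic reads after stimulation buffer, normalised to controls.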
# PKM2 act: qHTS Assay for Activators of Human Muscle isoform 2 Pyruvate Kinase; Pyruvate kinase PKM (Homo sapiens), P14618; purified PKM2, Kinase-Glo ATP luminescence, activation; response scale: 0% is enzyme alone, no compound; Potency, µM (highest dose often 57.5 µM), for inactives: top-dose activation, hits mostly activators; actives 0.34% (n = 260,000); AID 1631, 2009; also: potency is read from the fitted curve at half-maximal effect; % is scaled to controls: 0 for no effect and ±100 for the full control effect; nearly all actives have a fitted effect of over 55% in size
# Target sequence (P14618 whole entry, looked up, canonical isoform): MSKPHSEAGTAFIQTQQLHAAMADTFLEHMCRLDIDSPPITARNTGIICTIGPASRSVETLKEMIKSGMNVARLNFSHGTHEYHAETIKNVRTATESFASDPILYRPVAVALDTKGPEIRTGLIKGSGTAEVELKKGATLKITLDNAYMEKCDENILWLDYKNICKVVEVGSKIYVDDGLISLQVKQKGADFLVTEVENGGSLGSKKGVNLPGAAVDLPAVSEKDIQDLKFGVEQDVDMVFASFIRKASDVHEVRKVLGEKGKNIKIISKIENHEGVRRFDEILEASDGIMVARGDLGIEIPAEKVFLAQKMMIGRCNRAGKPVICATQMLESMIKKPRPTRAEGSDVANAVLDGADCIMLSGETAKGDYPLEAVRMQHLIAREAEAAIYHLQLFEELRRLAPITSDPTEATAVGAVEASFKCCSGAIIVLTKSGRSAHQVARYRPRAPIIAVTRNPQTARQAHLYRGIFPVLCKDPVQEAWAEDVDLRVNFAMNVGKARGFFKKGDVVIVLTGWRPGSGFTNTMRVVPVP
#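 Purified hPK-M2 (>95% pure) converted ADP (0.1 mM final) to ATP with 0.5 mM PEP in 50 mM imidazole pH7.2, KCl, MgCl2, Tween 20, BSA; 1 h at room temperature. ATP detected by Kinase-Glo luminescence.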
# MBNL1-CUG inh: qHTS Assay for Inhibitors of MBNL1-poly(CUG) RNA binding | Muscleblind-like protein 1 (Homo sapiens), Q9NR56 | TR-FRET MBNL1-His/biotin-(CUG)12 binding, 665/545 ratio | Potency, µM (top dose mostly 57.5 µM), without a hit: at the highest dose activity change, negative = inhibition, hits mostly inhibitors | actives 0.036% (n = 280,000) | AID 2675, 2010; active = well fitted inhibition curve with a large enough effect in the signal ratio, with a control signal flat, not every such curve was filed as active; inconclusive = small, poorly fitted or top-dose-only effect, or effect the other way, or a change in a side signal; inactive = no such curve, though single readings can be large or run the other way; the % refers to the signal ratio; also: potency is read from the fitted curve at half-maximal effect; % is scaled to controls: 0 for no effect and ±100 for the full control effect
#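 TR-FRET between His-tagged MBNL1 and biotin-(CUG)12 RNA, detected with Tb anti-His antibody (0.055 ng/ul) and streptavidin-XL665 (5 nM), 60 min at room temperature. Compounds titrated 92 nM to 58 uM; 665/545 nm ratio normalized to buffer and complex controls.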
# RORg inh: qHTS for inhibitors of ROR gamma transcriptional activity. Drosophila S2 Gal4-RORgamma UAS-luciferase reporter, 20 h. Nuclear receptor ROR-gamma (Mus musculus), P51450. Potency, µM (titrated, usually from 53.6 µM), for the others: at the top dose activity change, negative = inhibition, hits mostly inhibitors. actives 5.4% (n = 310,000). AID 2551, 2010; also: potency is read from the fitted curve at half-maximal effect; % is scaled to controls: 0 for no effect and ±100 for the full control effect; nearly all actives have a fitted effect of over 60% in size
# Target sequence (P51450 whole entry, looked up, the tested form may be a part): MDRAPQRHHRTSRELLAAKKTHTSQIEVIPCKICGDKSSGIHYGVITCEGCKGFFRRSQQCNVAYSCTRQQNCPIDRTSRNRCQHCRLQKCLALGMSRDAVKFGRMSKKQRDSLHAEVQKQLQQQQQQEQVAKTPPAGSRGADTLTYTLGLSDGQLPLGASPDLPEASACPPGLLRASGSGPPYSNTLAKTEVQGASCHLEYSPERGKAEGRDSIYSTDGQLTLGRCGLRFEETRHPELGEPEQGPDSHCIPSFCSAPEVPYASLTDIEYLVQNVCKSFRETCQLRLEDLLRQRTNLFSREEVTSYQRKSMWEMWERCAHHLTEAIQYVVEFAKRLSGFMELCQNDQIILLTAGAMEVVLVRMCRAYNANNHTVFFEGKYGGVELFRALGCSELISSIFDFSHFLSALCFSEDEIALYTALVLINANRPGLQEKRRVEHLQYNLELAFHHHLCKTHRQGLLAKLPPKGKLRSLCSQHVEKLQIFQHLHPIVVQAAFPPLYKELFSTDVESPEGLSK
#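 ROR gamma transcriptional activity was tracked as Gal4-UAS luciferase output in stably transfected Drosophila Schneider cells, with compound added 1 hr before 700 uM copper sulfate induction and a 20 hr ambient-temperature incubation.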
# Rab9 promoter act: qHTS Assay for Rab9 Promoter Activators; Huh7 Rab9 promoter-luciferase reporter, luminescence, 24 h; Potency, µM (series often up to 9.22 µM), for inactives: at the top dose activation, negative = inhibition, most hits filed as activators; actives 2.8% (n = 320,000); also: potency is read from the fitted curve at half-maximal effect; % of control where 0% means no effect; nearly all actives have a fitted effect of over 60% in size
#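 Steps: seed 1500 Huh7 Rab9-luc cells per well, rest 2 h at 37 °C; add compound in DMSO; incubate 24 h; add luciferase reagent, 10 min ambient; read luminescence.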
# Starred values were filed as active, the others as inactive; ? = inconclusive; · = not tested or not shown; [ ] = another dose, or the depositor's remark. Unless noted, calls follow the shape of the dose curve; as a rule, active = well fitted curve in the direction sought with a large enough effect; inconclusive = small, poorly fitted or top-dose-only effect, or another doubt; inactive = no such curve, though single readings can be large; an effect the other way counts as inactive or inconclusive. Some of the compounds tested. The share of hits here may be higher or lower than overall.
SMILES,Gal4-VP16 FLuc,Menin MLL FP TR,ELG1 repair inh,NPC1 prom act,FLuc modulator,Mito fusion yeast,KCNH2 3.1 block,PKM2 act,MBNL1-CUG inh,RORg inh,Rab9 promoter act
COc1ccc(C(=O)N/N=C/c2ccc(OC)c(COc3c(F)c(F)cc(F)c3F)c2)cc1,?,·,-22.5%,-41.0%[inhibitor],1.7%,-1.6%,-22.8,-7.7%,2.6%,?,-42.9%[inhibitor]
COC(=O)c1sccc1NC(=O)COc1ccc(Cl)cc1,-1.3%,3.9%,?,-1.7%,-15.4%,16.4%,-5.0,-2.1%,11.9%,12.7%,1.3%
CN(C)/C=N/c1nc2ccc3c(c2s1)CCCC3,-4.9%,1.3%,?,2.51µM*,6.01µM*,2.0%,-14.1,-3.9%,-5.1%,10µM*,3.55µM*
CCC(=O)OCCn1c(=O)c2ccccc2c2ccccc2c1=O,-5.3%,1.3%,3.5%,-4.4%,-7.8%,1.0%,-12.4,-1.8%,-5.8%,-1.9%,-1.0%
CCOc1ccc(NC(=O)CCc2nnc3ccc(N4CCC(C)CC4)nn23)cc1,1.0%,-3.3%,-17.2%,-0.2%,-2.1%,-2.1%,-6.5,·,8.1%,-16.5%,-6.4%
O=[N+]([O-])c1ccc(N2CCCCC2)c(-c2nn[nH]n2)c1,-12.6%,-3.7%,0.3%,-0.1%,?,1.8%,-22.6,5.7%,?,-0.5%,-7.6%
COc1ccc(/C=N/Nc2ccc(C(=O)O)cc2)cc1Br,0.9%,?,?,?,0.675µM*,1.2%,17.4,-1.4%,?,39.8µM*,?
C/C(=N\NC(=S)Nc1cc(S(=O)(=O)N2CCOCC2)ccc1Cl)c1ccccc1F,6.31µM*,16.3%,?,-5.2%,26.9µM*,13.0%,-8.5,1.7%,-4.7%,1.12µM*,-14.7%
COc1cccc(N2C(=O)CC(N3CCN(c4ccc([N+](=O)[O-])cc4)CC3)C2=O)c1 (centres undefined),-4.4%,8.7%,-0.1%,-2.4%,10.3%,-6.0%,-24.5,-5.8%,?,-6.2%,-1.4%
S=c1nc(-c2ccccc2)[nH]c2ccccc12,7.08µM*,15.6%,-6.4%,6.3%,-4.2%,-5.5%,30.9,-4.5%,13.4%,0.794µM*,13.1%
Cc1ccc(S(=O)(=O)Nc2cccc(N(C)S(C)(=O)=O)c2)cc1[N+](=O)[O-],-19.5%,14.0%,?,-9.5%,-4.5%,5.1%,0.2,1.6%,?,?,-12.8%
COc1ccc(NS(=O)(=O)c2cc3c4c(c2)CCN4C(=O)CC3)cc1OC,·,·,6.9%,-3.9%,-1.2%,-6.9%,-8.8,·,·,·,-6.4%
CCOP(=O)(OCC)C(NC(=O)Nc1ccc(Cl)cc1)c1ccccc1 (centres undefined),-1.3%,11.3%,0.4%,-0.1%,-1.0%,-2.7%,1.5,1.7%,-20.7%,58.8%,10.7%
CC1CCCC(NC(=O)c2cccc(N3CCCC3=O)c2)C1C (centres undefined),23.0%,0.8%,?,7.7%,-14.9%,-3.5%,20.7,7.8%,1.8%,?,?
Cc1ccc(C(=O)Nc2nnc(C)s2)cc1,-17.6%,1.7%,?,3.55µM*,12µM*,10.3%,-16.9,-2.4%,-3.4%,10µM*,3.16µM*
N#CCCN1CCN(S(=O)(=O)c2ccc(S(=O)(=O)NCC3CCCO3)cc2)CC1 (centres undefined),-4.6%,-10.0%,11.7%,-1.4%,-0.3%,-2.8%,-19.1,-1.2%,?,-9.4%,-1.9%
Cc1ccc(NC(=O)C(NC2CCCc3ccccc32)c2ccccc2)cc1Cl (centres undefined),-65.2%,-4.0%,-9.7%,2.6%,-4.8%,?,-2.0,-15.4%,·,1.9%[10 µM],-1.3%
Cc1[nH]c2ccccc2c1C(=O)CSc1ncn[nH]1,2.3%,1.5%,10.5%,-3.8%,-1.6%,-2.2%,-2.3,15.8%,-7.9%,-22.7%,10.6%
CCc1cc(C(=O)Nc2ccc(C)cc2Br)cs1,-13.9%,4.0%,?,21.2%,5.36µM*,15.2%,-13.9,-2.7%,-6.4%,24.9%,?
CCCn1c(=O)c(C(=O)Nc2cc(C)ccn2)c(O)c2ccccc21,-14.8%,?,-3.0%,1.5%,1.7%,-2.8%,-3.0,3.5%,-7.8%,5.2%,13.5%
Cn1c(=O)c2[nH]c(N3CCN(c4ccccn4)CC3)nc2n(C)c1=O,-2.3%,-6.4%,6.9%,-7.1%,4.5%,9.0%,·,0.9%,?,10.8%,-9.7%
COc1cccc(OC)c1OCCCOc1cccc2cccnc12,?,?,?,?,16.9µM*,12.6%,11.8,3.1%,9.0%,?,3.16µM*
O=C(CSc1nnc2nnc3ccccc3n12)N1CCOCC1,0.7%,·,-8.3%,-1.7%,0.5%,-0.2%,-1.7,-2.5%,?,-8.8%,20.0%
COc1ccc(CC(=O)N/N=C/c2ccc(Cl)s2)cc1OC,3.7%,14.7%,?,0.1%,-15.9%,0.8%,1.3,·,?,32.7%,-1.3%[1.84 µM]
CN(Cc1ccon1)C(=O)CCc1nnc(Cc2ccc(-c3ccccc3)cc2)o1,-8.6%,-5.9%,8.9%,8.1%,?,2.4%,1.6,-8.1%,10.0%,36.8%,11.0%
CCOc1ccc(NC(c2ccccc2)P(=O)(OC)OC)cc1 (centres undefined),-18.4%,-4.1%,7.6%,0.2%,-2.0%,18.9%,-6.6,7.3%,-6.8%,-12.2%,19.1%
COc1ccc(O)c(CNn2c(-c3ccc(Br)cc3)nc3ccccc3c2=O)c1,-5.8%,0.9%,?,8.4%,-17.4%,?,-1.7,-14.0%,-2.0%,-2.5%,2.4%
CCc1nc2ccccc2n1Cc1ccccc1OC,?,-12.4%,0.0%,4.0%,-2.9%,5.0%,-2.4,-14.3%,-13.7%,7.08µM*,-5.0%
CCc1ncc(CN2CCCCC2C(=O)Nc2ccc(Oc3ccccc3)nc2)cn1 (centres undefined),0.7%,·,-2.8%,-2.6%,3.8%,4.3%,-22.3,-11.7%,-2.8%,6.1%,-4.3%
CC(=O)Oc1ccc2c(=O)c(N3C(=O)c4ccccc4C3=O)c(C)oc2c1,-2.6%,-7.1%,10.7%,1.2%,-1.5%,-8.8%,-40.2,-5.9%,·,?,1.9%
Cc1[nH]nc2c1C(c1cccs1)C1=C(CCCC1=O)N2 (centres undefined),13.7%,-0.7%,-11.6%,1.6%,-2.1%,4.3%,5.7,-1.0%,-1.8%,2.7%,1.2%
COc1ccc(Br)cc1/C=C/C(=O)Nc1ccc(C)cc1,-0.1%,?,20.6µM*,23.6%,-21.6%,?,-13.1,1.9%,-4.4%,40.8%,14.7%
COc1cccc(N(CC(=O)NC2CC3CCC2C3)S(=O)(=O)c2ccccc2)c1 (centres undefined),3.5%,-14.3%,-0.5%,0.5%,0.4%,6.4%,-5.2,·,-2.7%,3.3%,0.2%
CC(=O)Nc1cccc(-c2cc(C)c3cc4c(cc3n2)OCO4)c1,?,-14.5%,?,?,8.49µM*,18.8%,-7.3,·,?,22.7%,29.7%
O=C(Nc1ccccc1N1CCCCC1)c1cnccn1,-6.6%,7.2%,9.3%,-0.4%,-9.3%,2.3%,-0.1,15.3%,-4.6%,?,-1.5%
CC(=O)c1c(C)[nH]c(C(=O)N2CCN(c3ccc(F)cc3)CC2)c1C,-7.6%,-3.6%,-8.2%,1.4%,-0.7%,2.0%,16.5,8.5%,10.3%,-18.2%,2.1%

# Assay outcomes deposited in PubChem BioAssay by National Center for Advancing Translational Sciences (NCATS).
